# STAT3 act – increases IL-6 driven STAT3 reporter signal | U3A cells, IL-6 STAT3-luciferase reporter, luminescence; 100% = signal with IL-6 EC80 alone | activation (% of control), % at 5.6 µM | 190,000 tested, 0.91% active | AID 871;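 active = activation above the screen-wide mean of compound activation plus 3 SD, cut at about 130% in these data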;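 also: 0% = background luminescence of wells with medium and substrate only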
#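 Test system: human U3A cells carrying STAT3-luciferase construct; control set: IL-6-only wells as 100% reference; timing: compound pre-incubation 1 h before IL-6, then 6 h stimulation at 37 °C; also added: IL-6 stimulus at 33 ng/mL final; evaluation: % activation versus median of IL-6-stimulated wells; detection: reporter luminescence signal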
# APP 5'UTR act – APP 5'UTR luciferase reporter activation. SH-SY5Y APP 5'UTR luciferase reporter, luminescence; zero percent = DMSO vehicle wells. activation, % at 2 µM. 190,000 tested, 1% active;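 active = activation above a set limit, based on mean plus 3 SD of controls, cut at about 140% in these data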; also: values of inactives mirror those of a sister screen read the other way
# STAT1 activator – STAT1 signaling activation; NIH 3T3 STAT1-luciferase reporter, IFN-gamma, luminescence; 100% = IFN-gamma alone, no compound; 200,000 tested, 2.6% active; activation (% of control), % at 5.5 µM; AID 932;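 active = activation above the screen-wide mean activation plus 3 SD, cut at about 130% in these data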;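 also: raw ratio to IFN-gamma control signal so 100% means no change and 0% no light; values of inactives mirror those of a sister screen read the other way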
# Hsp70 act – switches on Hsp70 transcription | HeLa Hsp70 promoter luciferase reporter, luminescence; scaled: vehicle 0, proteasome-inhibitor control 100% | activation, % at 10 µM | 200,000 tested, 0.04% active | AID 1203;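 active = activation above the mean across all tested compounds plus 3 SD, cutoff set per campaign, cut at about 5.5% in these data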;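 also: 100% = MG132 at 30 µM as the positive control and 0% = DMSO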
# STAT3 inh – STAT3 signaling inhibition; inhibition, % at 5.5 µM; U3A cells, IL-6 STAT3-luciferase reporter, luminescence; host cell line lacks STAT1; 190,000 tested, 0.89% active;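 active = inhibition above the mean inhibition across all screened compounds plus 3 SD, cut at about 44% in these data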;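 also: 0% = DMSO only wells and 100% = 100 µM nifuroxazide control wells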
# FLuc inhib CS – Photinus pyralis luciferase inhibition counter-screen. P08659. ATPLite firefly luciferase biochemical luminescence, 10 min. inhibition, % at 10 µM. 200,000 tested, 1.5% active. AID 1006;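 active = inhibition above about 50% when tested at 10 µM, limit read from the data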
# Target sequence (P08659 whole entry, looked up): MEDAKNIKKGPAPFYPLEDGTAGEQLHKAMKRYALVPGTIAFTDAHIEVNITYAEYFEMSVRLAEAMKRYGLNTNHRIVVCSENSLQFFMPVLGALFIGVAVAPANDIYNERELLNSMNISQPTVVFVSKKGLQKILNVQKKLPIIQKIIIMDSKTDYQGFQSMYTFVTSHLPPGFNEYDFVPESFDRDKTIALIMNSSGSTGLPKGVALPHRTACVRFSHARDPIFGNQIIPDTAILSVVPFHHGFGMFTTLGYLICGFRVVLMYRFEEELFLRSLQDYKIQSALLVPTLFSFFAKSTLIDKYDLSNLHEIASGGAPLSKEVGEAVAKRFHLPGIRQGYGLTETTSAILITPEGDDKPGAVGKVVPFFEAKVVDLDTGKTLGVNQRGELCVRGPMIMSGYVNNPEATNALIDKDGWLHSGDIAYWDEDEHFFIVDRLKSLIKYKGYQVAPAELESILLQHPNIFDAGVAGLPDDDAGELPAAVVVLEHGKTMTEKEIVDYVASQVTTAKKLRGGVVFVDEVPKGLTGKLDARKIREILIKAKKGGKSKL
# APP 5UTR inh – APP translation inhibition. SH-SY5Y APP 5'UTR-luciferase reporter, luminescence. inhibition, % at 2 µM. 190,000 tested, 0.82% active. AID 1285;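 active = inhibition above a set limit, derived from the sample mean plus 3 SD, cut at about 45% in these data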; also: values of inactives mirror those of a sister screen read the other way
# NF-kB neuron act – NF-kB expression increase, human neuronal cells. NF-kB reporter expression; hits give high values. fold change at 12.5 µM. 190,000 tested, 1.6% active; in the data active = fold change above about 3.3
# RAM inhibit – yeast RAM network inhibition; S. cerevisiae dse1pr::URA3 reporter, 5-FOA growth OD615, 2 d; analog-sensitive cbk1-as2 kinase mutant strain; inhibition, % at 50 µM; 190,000 tested, 1.8% active;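 active = inhibition above a set limit, 3 SD over mean compound inhibition, cut at about 8.4% in these data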;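 also: 0% = DMSO-only wells with no growth and 100% = 10 µM 1-NA-PP1 full growth; inhibition rescues growth on 5-FOA so higher OD means more RAM inhibition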
# STAT1 blocker – STAT1 signaling inhibition | inhibition, % at 5.5 µM | 200,000 tested, 0.35% active | NIH 3T3 STAT1-luciferase reporter, IFN-gamma, luminescence;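 active = inhibition above a set limit, the mean inhibition across all tested compounds plus 3 SD, cut at about 34% in these data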;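 also: 0% = IFN-gamma with DMSO and 100% = IFN-gamma with 300 µM nifuroxazide; values of inactives mirror those of a sister screen read the other way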
# * marks the source's active call; other numbers are inactive results; nt = not tested or not shown.
SMILES,STAT3 act,APP 5'UTR act,STAT1 activator,Hsp70 act,STAT3 inh,FLuc inhib CS,APP 5UTR inh,NF-kB neuron act,RAM inhibit,STAT1 blocker
COc1cccc(C(=O)OCCN2CCCCC2)c1,97.1,2.1,101.6,-0.1,4.6,1.4,-2.1,0.99,0.2,-1.8
NC(N)=NS(=O)(=O)c1ccc(NC(=S)NC(=O)c2ccc(Br)cc2)cc1,92.6,-3.2,94.7,-0.1,13.7,-5.6,3.2,1.03,7.5,5.2
CCCCNC(=S)NNC(=O)c1csc(C(C)C)c1,104.5,50.4,106.8,1.1,-2.7,1.1,-50.4,1.31,0.0,-7.3
CCOc1ccc(NC(=O)c2cccnc2Cl)c([N+](=O)[O-])c1,95.6,-3.0,113.1,-0.2,5.5,-6.7,3.0,1.09,2.3,-14.9
C=CCN1C(=O)C(Cc2ccc(OC)cc2)S/C1=N\N=C\c1cccs1 (stereo not drawn),96.5,3.1,104.3,-0.3,4.4,0.0,-3.1,1.81,8.3,-4.7
CCOC(=O)C1(CCc2ccccc2)CCN(C2Cc3ccccc3C2)CC1,95.7,-10.7,91.9,-0.4,7.4,-4.0,10.7,1.16,-1.1,7.2
O=C(C[n+]1ccccc1)Nc1ccccc1Br,95.7,8.7,102.7,-0.2,8.6,-4.1,-8.7,1.1,1.9,-4.1
Cc1ccc([N+](=O)[O-])c2cccnc12,106.7,5.1,99.3,0.1,-7.0,-10.3,-5.1,1.41,1.1,0.8
C/C(=N\NC(=O)c1ccc(CSc2nncn2C)cc1)c1cccs1,106.3,7.3,120.6,0.0,-0.4,47.3,-7.3,0.96,0.6,-23.8
Cc1ccc(CNC(=O)CCNS(=O)(=O)c2cccc3nonc23)cc1,102.6,-6.9,103.4,-0.3,4.0,-7.1,6.9,1.06,5.6,-3.6
COc1nc(Cl)cn(-c2ccc(C)cc2)c1=O,85.4,-7.0,92.2,-0.1,20.0,-0.2,7.0,1.36,0.1,8.9
O=C(CCC1CCCN(C(=O)CCC(F)(F)F)C1)NCc1ccc(F)c(F)c1 (stereo not drawn),105.1,7.0,95.7,-0.4,-2.6,-6.2,-7.0,1.51,-0.2,3.4
Cc1cc(Cl)c(S(=O)(=O)N2CCCCCC2)cc1OCC(N)=O,95.0,7.5,103.3,0.0,5.3,-3.4,-7.5,1.1,0.3,-3.6
COc1ccc(CC(=O)OCC(=O)N2N=C(c3ccccc3)CC2c2ccc(OC)cc2)cc1 (stereo not drawn),90.4,12.1,104.5,-0.3,10.4,3.5,-12.1,1.26,8.9*,-4.7
Cc1cc(C)n2nc(SCc3nnc(SCc4ccccc4Cl)s3)nc2n1,101.4,11.9,95.1,-0.1,3.2,-1.6,-11.9,0.7,3.8,5.5
COc1ccc(OC)c(S(=O)(=O)n2cnc3cc(C)c(C)cc32)c1,102.9,-4.0,98.5,-0.1,5.5,-5.8,4.0,0.99,-0.4,1.7
CC(=C/C(=O)O)/C=C/c1ccc([N+](=O)[O-])cc1,88.0,-2.9,89.3,-0.3,18.2,0.2,2.9,1.09,1.9,11.8
COC(=O)CNC(=O)CSc1nnc2cc(C)c3ccccc3n12,100.6,-5.6,107.6,0.3,7.2,-4.7,5.6,1.12,4.6,-9.7
Cc1n[nH]c(=O)nc1Nc1ccc(O)cc1,95.6,5.8,94.1,0.2,5.4,-5.2,-5.8,0.97,2.5,6.4
Cc1cccc(OCCCC(=O)NCc2ccco2)c1,106.5,13.6,99.9,-0.5,-3.1,-3.9,-13.6,1.02,1.4,0.1
CCN1C(=O)C(CC(=O)Nc2ccc(C)cc2C)Nc2cc(S(=O)(=O)N(C)C)ccc21 (stereo not drawn),85.7,-4.2,99.1,-0.3,18.0,-5.0,4.2,1.12,2.4,1.7
O=C1c2ccccc2C(=O)N1CCSc1nncs1,93.3,9.4,115.0,-0.6,13.7,-4.6,-9.4,1.13,1.8,-16.4
CC(=O)Nc1nc(-c2ccc([N+](=O)[O-])cc2)cs1,81.9,7.1,113.2,-0.3,27.7,-2.9,-7.1,1.16,3.2,-14.5
O=C(c1cc2c(s1)CCCC2)N1CCN(Cc2ccc3c(c2)OCO3)CC1,100.5,-12.6,100.2,-0.3,3.3,-6.1,12.6,0.72,0.9,-0.3
O=C(NCc1ccccc1)c1cccc(F)c1F,98.1,8.3,111.0,-0.1,3.5,0.5,-8.3,1.18,-0.1,-13.5
Cc1nn2c(c1-c1ccccc1)NC1=C(C(=O)CCC1)C2c1ccccc1 (stereo not drawn),102.8,8.8,98.1,-0.4,0.1,-3.1,-8.8,0.99,0.3,2.1
COc1cccc(N=Nc2c(=O)[nH]n3c(=O)cc(C)[nH]c23)c1,100.2,-3.5,101.4,-0.2,0.0,11.3,3.5,1.05,5.9,-1.5
Nc1cccc(S(=O)(=O)c2ccc(N)c(N)c2)c1,99.6,-24.8,102.5,-0.2,2.7,-0.2,24.8,1.43,0.2,-3.2
CC(=O)Oc1ccc(-c2ccc(C(=O)Nc3cccc(S(=O)(=O)N4CCOCC4)c3)cc2)cc1,73.4,19.4,81.1,-0.1,34.4,-9.0,-19.4,1.18,3.7,19.6
Cc1nn2c(N)c(C#N)cnc2c1-c1ccccc1,111.4,20.9,116.8,0.1,-11.3,6.4,-20.9,1.38,3.1,-19.2
O=C(O)c1ccc2c3c(cccc13)C(=O)N(c1ccccc1)C2=O,130.4,0.1,99.0,0.0,-27.7,-2.8,-0.1,0.94,3.5,0.7
COc1cc(C(=O)Nc2ccc(S(=O)(=O)Nc3cc(C)on3)cc2)cc(OC)c1OC,98.0,5.7,88.2,-0.5,12.1,-5.6,-5.7,1.02,4.8,13.0
OC(CCN1CCOCC1)(c1ccc(Cl)cc1)C1CCCCC1 (stereo not drawn),111.0,-11.6,94.8,-0.4,-8.8,-5.6,11.6,0.95,0.0,5.7
CC(C)c1nc(Cl)c(C#N)c2c1CCCC2,125.3,2.2,95.6,-0.4,-25.2,-10.4,-2.2,0.87,1.2,4.8
Cc1cc(NC(=O)c2cc(C3CC3)on2)no1,nt,19.8,114.8,-0.1,nt,9.5,-19.8,1.6,-0.6,-17.6
CC1CC(=O)c2c(cc3c(-c4c(O)cc(O)c5c(O)c6c(cc45)OC(C)CC6=O)c(O)cc(O)c3c2O)O1 (stereo not drawn),nt,-50.0,92.3,0.2,nt,-2.4,50.0*,1.91,9.4*,7.2
CCOC(=O)c1cc(C#N)c(Oc2ccc(F)cc2)nc1-c1ccccc1,106.4,11.0,90.9,-0.2,2.9,-0.5,-11.0,1.26,7.9,10.2
CCOc1ccc(-c2ccc(SC)nn2)cc1,14.3,77.1,24.7,-0.4,110.1*,96.3*,-77.1,2.03,0.8,80.7*
O=C(O)/C=C/C(=O)Nc1ccc(NC(=O)c2ccccc2)c(Cl)c1,93.6,-6.9,109.3,-0.1,15.2,-2.2,6.9,1.13,0.8,-12.4
CCN(CC)CCCn1c(=S)[nH]c2cc(C(=O)OC)ccc2c1=O,100.7,-5.7,103.1,0.0,-0.6,-10.4,5.7,1.17,0.4,-3.4

# Taken from the results shown, three compounds:
SMILES,STAT3 act,APP 5'UTR act,STAT1 activator,Hsp70 act,STAT3 inh,FLuc inhib CS,APP 5UTR inh,NF-kB neuron act,RAM inhibit,STAT1 blocker
Cc1ccc([N+](=O)[O-])c2cccnc12,106.7,5.1,99.3,0.1,-7.0,-10.3,-5.1,1.41,1.1,0.8
C/C(=N\NC(=O)c1ccc(CSc2nncn2C)cc1)c1cccs1,106.3,7.3,120.6,0.0,-0.4,47.3,-7.3,0.96,0.6,-23.8
Cc1ccc(CNC(=O)CCNS(=O)(=O)c2cccc3nonc23)cc1,102.6,-6.9,103.4,-0.3,4.0,-7.1,6.9,1.06,5.6,-3.6

# Later entries.
SMILES,STAT3 act,APP 5'UTR act,STAT1 activator,Hsp70 act,STAT3 inh,FLuc inhib CS,APP 5UTR inh,NF-kB neuron act,RAM inhibit,STAT1 blocker
O=C1ON=C(c2ccccc2)/C1=C/c1ccc(OS(=O)(=O)c2ccccc2)cc1,110.8,14.7,110.8,-0.2,-12.1,-9.1,-14.7,1.14,2.2,-12.1
O=C(Cc1cn2ccsc2n1)NCCc1ccc(F)cc1,111.6,12.3,96.6,-0.2,-6.8,-9.9,-12.3,1.4,-0.1,4.2
COc1ccccc1C(=O)NC(=S)Nc1ccc(S(=O)(=O)N2CCN(C)CC2)cc1,98.8,7.8,109.8,-0.4,2.7,4.0,-7.8,0.79,3.7,-11.1
CC1CCN(CC(=O)Nc2ccccc2C(=O)c2ccccc2)CC1,101.0,-9.7,102.7,0.3,10.3,-6.4,9.7,0.99,0.3,-3.9
O=C1c2ccccc2CN1CCSC(=S)N1CCOCC1,107.1,42.0,130.5*,-0.3,-4.2,14.4,-42.0,2.65,0.9,-33.6
O=S(=O)(c1ccc(S(=O)(=O)N(Cc2ccc(F)cc2)C2CCCC2)cc1)N1CCCC1,103.4,4.4,101.4,-0.4,2.5,-3.1,-4.4,0.64,6.0,-0.8
COc1ccc(-c2nnc(SCC(N)=O)n2N)cc1,104.9,13.1,106.5,-0.4,3.2,-0.2,-13.1,0.96,1.3,-7.1
CC1CCCN(C(=O)c2cc(N3C(=O)C4C5CCC(C5)C4C3=O)ccc2Cl)C1 (stereo not drawn),100.9,21.4,97.7,-0.2,6.6,-2.2,-21.4,0.97,1.8,2.1
O=C(O)CSc1nnc(-c2ccncc2)n1C1CCCCC1,103.7,18.3,96.3,0.0,1.3,-5.6,-18.3,1.01,2.3,4.0
O=C(CSc1nc2ccccc2c(=O)n1-c1ccc(F)cc1F)c1c[nH]c2ccccc12,107.4,-4.6,100.3,-0.1,-8.7,-0.8,4.6,1.06,3.4,-0.4
O=C(Nc1nnc(SCc2ccccc2)s1)c1ccco1,96.0,-5.1,119.4,-0.3,8.7,10.7,5.1,1.37,3.5,-21.3
CCc1ccc(-c2cn(C3CCCCC3)c(=S)[nH]2)cc1,101.8,23.5,90.2,-0.1,6.6,-4.0,-23.5,1.33,1.6,8.7
CCCN(CCC)CCNS(=O)(=O)c1ccc2c(c1)CCN2C(=O)C1CCC1,96.1,3.6,93.9,-0.1,1.7,-1.9,-3.6,0.81,2.1,6.6
Nn1c(SCc2ccc(Br)cc2)nnc1-c1ccncc1,93.2,-5.1,88.9,0.3,16.3,-4.9,5.1,1.86,0.1,12.2
Cc1ccc(O)c(C(=O)c2cc(C#N)c(=O)n(C(C)c3ccccc3)c2)c1 (stereo not drawn),113.2,-10.9,88.3,-0.1,-14.3,-1.2,10.9,0.84,3.6,11.5
Cc1nn2c(-n3ccnc3C)c3c(nc2c1-c1ccccc1)CCC3,99.6,7.5,102.0,-0.7,7.3,-8.5,-7.5,1.24,-0.6,-2.2
Cc1cccc(C(C)C)c1NC(=O)c1ccc(CN(c2ccccc2)S(=O)(=O)c2ccccc2)cc1,100.7,-2.8,100.8,-0.5,-6.0,-0.2,2.8,0.96,1.7,-0.9
Cc1onc(-c2ccccc2Cl)c1C(=O)Nc1nn[nH]n1,108.7,-6.1,100.1,-0.1,-3.5,-8.5,6.1,1.01,0.4,1.1
COCCn1c(-c2cccs2)nc2c(c(=O)c3ccccc3n2C)c1=O,102.2,9.0,103.3,0.7,8.9,-4.1,-9.0,0.5,2.0,-3.7

# High-throughput results deposited in PubChem BioAssay by several laboratories.
